# HT1080NT lethal – qHTS for induction of synthetic lethality in tumor cells producing 2HG: qHTS for the HT-1080-NT fibrosarcoma cell line | hit rate 1.6% among 360,000 | HT-1080-NT fibrosarcoma viability, CellTiter-Glo ATP luminescence, 48 h | Potency, µM (highest dose often 46.1 µM), inactives show at the highest dose activity, negative = less viability, hits mostly cytotoxic | AID 686970, 2013;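 also: NT is the 2HG producing partner of a matched IDH1 knockdown line; potency is read from the fitted curve at half-maximal effect; 0% = DMSO-treated cells and -100% = media-only wells without cells; nearly all actives have a fitted effect of over 55% in size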
#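 HT-1080-NT; 750 cells/well; 5% FBS RPMI; 48 h compound, 37 degrees C; CellTiter-Glo luminescence; curve fitting and curve-class assignment.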
# DRD3 agonist – qHTS of D3 Dopamine Receptor Agonist: qHTS; D3R DiscoveRx beta-arrestin cells, luminescence, 90 min; D(3) dopamine receptor (Homo sapiens), P35462; hit rate 0.58% among 410,000; max activation, %; AID 652048, 2013; in the data active = max activation above about 30%; also: 0% is about no effect; mostly tested at two doses, the higher about 12 µM
# Target sequence (P35462 whole entry, looked up): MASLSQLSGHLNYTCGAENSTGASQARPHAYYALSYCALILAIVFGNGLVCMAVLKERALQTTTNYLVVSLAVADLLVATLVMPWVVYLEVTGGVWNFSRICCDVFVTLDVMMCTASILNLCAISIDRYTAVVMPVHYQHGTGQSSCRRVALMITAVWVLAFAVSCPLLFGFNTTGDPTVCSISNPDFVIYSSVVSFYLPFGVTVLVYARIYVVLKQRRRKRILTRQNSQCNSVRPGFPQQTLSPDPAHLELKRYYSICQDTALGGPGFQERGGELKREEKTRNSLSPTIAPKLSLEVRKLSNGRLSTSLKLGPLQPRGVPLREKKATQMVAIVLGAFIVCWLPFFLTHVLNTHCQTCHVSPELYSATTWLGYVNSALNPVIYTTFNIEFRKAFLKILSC
#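 Agonist-mode cell screen: cells plated at 1500/well and incubated overnight at 37 °C, then exposed to library compounds for 90 min at 37 °C. Detection reagent was added for 30–60 min at room temperature, and luminescence was read.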
# SW480 rereplic – A quantitative high throughput screen for small molecules that induce DNA re-replication in SW480 colon adenocarcinoma cells | Potency, µM (highest dose often 46.1 µM), without a hit: top-dose re-replication activation, usual class: activators | SW480 DNA re-replication, Hoechst DNA content imaging, 48 h | hit rate 1.8% among 340,000; also: potency is read from the fitted curve at half-maximal effect; % of control where 0% means no effect; nearly all actives have a fitted effect of over 55% in size
#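 Readout is total intensity of Hoechst-stained nuclei, excited at 405 nm and collected at 500-530 nm. Compound treatment lasted 48 hr at 37 C in 5% CO2 before staining.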
# IL-1B inflam inh – qHTS for Inhibitors of Inflammasome Signaling: IL-1-beta AlphaLISA Primary Screen. hit rate 4.7% among 360,000. activity change, % at 57.5 µM. THP-1 LPS/ATP IL-1B secretion, AlphaLISA, 16 h; active compounds read low; in the data active = activity change below about -50%; inconclusive = mostly about -30% to -49%; also: % is scaled to controls: 0 for no effect and ±100 for the full control effect
#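 Secreted IL-1B measured by AlphaLISA bead assay after 16 h compound exposure of THP-1 cells; compounds (final up to 57.5 uM) added 1 h before LPS (250 ng/mL) and ATP (1.25 mM) stimulation; lower signal means less secretion.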
# KB-3-1 cytotox – qHTS assay for MDR1-selective chemotherapeutics: Primary screen using the parental adenocarcinoma cell KB-3-1; KB-3-1 viability, CellTiter-Glo ATP luminescence, 72 h; Potency, µM (top dose mostly 46.1 µM), for inactives: at the top dose activity change, negative = cytotoxic, usual class: cytotoxic; hit rate 1.4% among 400,000; AID 1347075, 2019; also: potency is read from the fitted curve at half-maximal effect; % is scaled to controls: 0 for no effect and ±100 for the full control effect; nearly all actives have a fitted effect of over 60% in size
#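 Parental KB-3-1 adenocarcinoma cells in phenol-red-free DMEM with 10% FBS were pin-treated with compounds at several concentrations, incubated 72 h at 37 °C, and viability read by CellTiter-Glo luminescence; concentration-effect curves were fitted after normalization.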
# GLP1R ag – qHTS of GLP-1 Receptor Agonists | Glucagon-like peptide 1 receptor (Homo sapiens), P43220 | HEK293 GLP-1R CRE-luciferase, luminescence, 4-6 h; cells express a hypersensitive GLP-1R form | Potency, µM (titrated, usually from 45.6 µM), for the others: at the top dose activation, usual class: activators | hit rate 0.007% among 380,000 | AID 624172, 2012; also: potency is read from the fitted curve at half-maximal effect; % of control where 0% means no effect
# Target sequence (P43220 whole entry, looked up): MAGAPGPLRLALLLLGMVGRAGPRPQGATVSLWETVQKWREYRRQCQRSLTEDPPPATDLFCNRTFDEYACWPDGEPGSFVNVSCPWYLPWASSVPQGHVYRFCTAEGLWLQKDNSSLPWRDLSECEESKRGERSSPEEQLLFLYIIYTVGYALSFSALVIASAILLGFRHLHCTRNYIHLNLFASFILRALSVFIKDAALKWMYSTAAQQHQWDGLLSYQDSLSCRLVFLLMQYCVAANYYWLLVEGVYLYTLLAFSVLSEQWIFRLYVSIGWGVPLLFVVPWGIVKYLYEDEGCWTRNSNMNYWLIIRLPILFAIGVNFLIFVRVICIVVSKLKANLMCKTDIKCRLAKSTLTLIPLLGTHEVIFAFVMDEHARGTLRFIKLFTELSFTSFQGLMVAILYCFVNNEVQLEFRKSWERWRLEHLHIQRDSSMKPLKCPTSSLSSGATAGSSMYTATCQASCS
# KB-V1 MDR tox – qHTS assay for MDR1-selective chemotherapeutics: Primary screen using the drug-selected MDR subline cells KB-V1; Potency, µM (top dose mostly 46.1 µM), for the others: at the top dose activity change, negative = cytotoxicity, hits mostly cytotoxic; hit rate 3.4% among 400,000; AID 1347076, 2019; KB-V1 MDR cells viability, CellTiter-Glo, 72 h; also: potency is read from the fitted curve at half-maximal effect; % is scaled to controls: 0 for no effect and ±100 for the full control effect; nearly all actives have a fitted effect of over 60% in size
#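 Cells of the MDR subline KB-V1 are plated, dosed with compound at multiple concentrations, and incubated 72 h at 37 degrees C; CellTiter-Glo is then added and luminescence read after 10 min.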
# HT1080 IDH1KD tx – qHTS for induction of synthetic lethality in tumor cells producing 2HG: qHTS for the HT-1080-IDH1KD cell line. HT-1080 IDH1 knockdown viability, ATP luminescence, 48 h. Potency, µM (top dose mostly 46.1 µM), without a hit: at the highest dose activity, negative = toxicity, hits mostly cytotoxic. hit rate 2% among 360,000. AID 686971, 2013;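 also: potency is read from the fitted curve at half-maximal effect; 0% = DMSO wells and -100% = cell-free medium wells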
#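 HT-1080-IDH1KD cells (IDH1 knocked down), 750/well in RPMI with 5% FBS, treated with compound 48 h at 37 degrees C. Viability by CellTiter-Glo luminescence, normalised to DMSO and no-cell wells; concentration-response curves classed.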
# D3 antag – qHTS of D3 Dopamine Receptor Antagonist: qHTS. D3R cells, DiscoveRx beta-arrestin luminescence, antagonist mode; active compounds read low. max response, negative = inhibition, %. AID 652054, 2013. hit rate 2.5% among 360,000; in the data active = max response below about -50%; inconclusive = no clear call, values can overlap the other calls; also: % is scaled to controls: 0 for no effect and ±100 for the full control effect; mostly tested at two doses, the higher about 12 µM
#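 Cells expressing the human receptor were seeded at 1500 cells/well, incubated overnight at 37 degrees C in 5% CO2, then exposed to library compounds with dopamine controls for 90 minutes at 37 degrees C before luminescent detection.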
# Starred values were filed as active, the others as inactive; ? = inconclusive; / = not tested or not shown; [ ] = another dose, or the depositor's remark. Unless noted, calls follow the shape of the dose curve; as a rule, active = well fitted curve in the direction sought with a large enough effect; inconclusive = small, poorly fitted or top-dose-only effect, or another doubt; inactive = no such curve, though single readings can be large; an effect the other way counts as inactive or inconclusive.
(1) Cc1ccc(C(=O)N2CC(C)OC(C)C2)cc1S(=O)(=O)N1CCCCC1 (centres undefined)
(2) Cc1nn(-c2ccc(F)cc2)c2sc(C(=O)OC3CCOC3=O)cc12 (centres undefined)
(3) CCOc1ccc(NC(=NCc2ccc3c(c2)OCO3)SC2CC(=O)N(c3ccccc3)C2=O)cc1 (centres undefined)
(4) COC(=O)c1c(-c2ccc(C)cc2)csc1NC(=O)C1CC=CCC1C(=O)O (centres undefined)
(5) CCn1nnc(NC(=S)NC(=O)c2ccc(-c3cccc(Cl)c3)o2)n1
(6) Cc1cc(F)ccc1S(=O)(=O)Nc1c(C)n(C)n(-c2ccccc2)c1=O
(7) Cc1ccc(S(=O)(=O)N2CCCCC2)c(C)c1NS(C)(=O)=O
(8) CC(CNC(=O)CCS(=O)(=O)c1ccc2c(c1)NC(=O)CO2)c1ccccc1 (centres undefined)

compound no.	1	2	3	4	5	6	7	8
HT1080NT lethal	7%	1%	-25%	4%	4%	4%	?	0%
DRD3 agonist	-2	3	-5	1	13	-6	17	2
SW480 rereplic	-5%	5%	1%	-59%[inhibitor]	?	-15%	-4%	-15%
IL-1B inflam inh	0	14	-1	0	/	17	-9	17
KB-3-1 cytotox	-2%	2%	0%	-28%	22%	10%	8%	-2%
GLP1R ag	-2%	-1%	-5%	22%	-1%	-2%	9%	0%
KB-V1 MDR tox	?	13%	-3%	-14%	-13%	-10%	9%	23%
HT1080 IDH1KD tx	9%	7%	-30%	-1%	?	3%	12%	0%
D3 antag	14	-22	-2	0	1	20	-1	-2

(9) FC(F)(F)c1cnc(N2CCCN(C(=S)Nc3ccccc3)CC2)c(Cl)c1
(10) CNC(=O)COc1ccc(Nc2nnc(-c3ccc(C)c(S(N)(=O)=O)c3)c3ccccc23)cc1
(11) CCOc1ccc(N(C(=O)c2ccc(S(=O)(=O)N3CCCC3)cc2)C2C=CS(=O)(=O)C2)cc1 (centres undefined)
(12) Nn1c(SCc2ccc(F)cc2)nnc1-c1ccncc1
(13) CN(CC(=O)N/N=C/c1ccc(F)cc1)S(=O)(=O)c1ccccc1
(14) CN(C(=O)CSc1nnc(-c2cccc(F)c2)n1N)C1CCS(=O)(=O)C1 (centres undefined)
(15) N#CC(=C=[N-])C1=C(C#N)C(c2ccccc2F)C([n+]2ccccc2)C(O)(C2CC2)N1 (centres undefined)
(16) CN(C)S(=O)(=O)c1cccc(NC(=O)COc2ccc(S(=O)(=O)N3CCOCC3)cc2Cl)c1

compound no.	9	10	11	12	13	14	15	16
HT1080NT lethal	?	13%	3%	-7%	6%	26%	-1%	-10%
DRD3 agonist	-7	-1	6	8	-2	7	4	3
SW480 rereplic	?	2%	?	?	/	0%	6%	-7%
IL-1B inflam inh	-71*	75	-10	-11	-11	-7	-3	12
KB-3-1 cytotox	-24%	13%	/	4%	1%	-2%	?	19%
GLP1R ag	1%	8%	-5%	-4%	9%	1%	9%	-9%
KB-V1 MDR tox	?	?	/	-7%	11%	-1%	13%	5%
HT1080 IDH1KD tx	23µM*	12%	-6%	-16%	3%	20%	8%	-16%
D3 antag	-14	-24	3	1	-2	-4	-27	-17

(17) O=C(Nc1cnn(Cc2ccc(Cl)c(Cl)c2)c1)C12CC3CC(CC(C3)C1)C2
(18) COCCN(C(=O)c1ccc2ccccc2c1)c1c(N)n(Cc2ccccc2)c(=O)[nH]c1=O
(19) O=C(Nc1cccc(C(=O)NC2CC2)c1)c1ccccc1
(20) O=C(Cn1c(=O)n(-c2ccccc2)c(=O)n1CC(=O)N1CCCCC1)N1CCCCC1
(21) CCOc1nc(-c2ccccc2)ccc1-c1noc(-c2ccco2)n1
(22) CCc1cc(=O)oc2cc(OCC=C(C)C)ccc12
(23) O=C(c1cc(COc2ccc3ncccc3c2)on1)N1CCC[C@H]1CO
(24) CCc1ccccc1NC(=O)CCC(=O)N1CCN(C(C)=O)CC1

compound no.	17	18	19	20	21	22	23	24
HT1080NT lethal	?	-16%	11%	1%	-29%	12%	?	4%
DRD3 agonist	0	2	-16	0	10	-6	26	-2
SW480 rereplic	?	-10%	0%[9.22 µM]	-2%	-2%	-1%	1%	/
IL-1B inflam inh	-27	4	-2	1	-2	-26	-16	27
KB-3-1 cytotox	?	?	24%	6%	4%	-1%	/	1%
GLP1R ag	-6%	3%	-1%	-9%	-10%	8%	-3%	0%
KB-V1 MDR tox	0%	1%	-5%	-13%	1%	-12%	/	-1%
HT1080 IDH1KD tx	?	3%	7%	1%	-10%	14%	-22%	6%
D3 antag	5	13	0	24	41	-3	2	11

(25) O=C(Nc1cccc2cccnc12)c1ccccc1Br
(26) CCOC(=O)/C(C#N)=C/N1CCOCC1
(27) CCOc1ccccc1NC1=NCC(=O)N1Cc1ccc(F)cc1
(28) Cc1c(NC(=O)C(C)Sc2ccc3ccccc3n2)c(=O)n(-c2ccccc2)n1C (centres undefined)
(29) CCOC(=O)/C(C#N)=N/Nc1ccccc1C(=O)O
(30) O=C(COC(=O)c1ccc(O)cc1)Nc1cc(S(=O)(=O)N2CCCCCC2)ccc1Cl
(31) O=C(COC(=O)c1nc(Cl)ccc1Cl)NC1CCCCCC1
(32) Cc1nc2ccc(S(=O)(=O)Nc3ccc(-c4nc5cccnc5s4)cc3)cc2s1

compound no.	25	26	27	28	29	30	31	32
HT1080NT lethal	-1%	25%	0%	5%	1%	-3%	-3%	17%
DRD3 agonist	0	6	-5	4	-9	1	-9	-2
SW480 rereplic	5%	-15%	2%	15%	-8%	/	-8%	14%
IL-1B inflam inh	-7	11	4	-15	0	23	5	19
KB-3-1 cytotox	-3%	9%	-1%	12%	1%	-6%	-3%	12%
GLP1R ag	10%	4%	5%	7%	-3%	2%	2%	16%
KB-V1 MDR tox	4%	28%	5%	-24%	20%	?	19%	3%
HT1080 IDH1KD tx	-1%	?	3%	2%	-9%	-14%	0%	1%
D3 antag	-13	-10	-8	0	-5	10	15	-19

# Brought forward from above: 4 entries, followed by the next part.
(29) CCOC(=O)/C(C#N)=N/Nc1ccccc1C(=O)O
(30) O=C(COC(=O)c1ccc(O)cc1)Nc1cc(S(=O)(=O)N2CCCCCC2)ccc1Cl
(31) O=C(COC(=O)c1nc(Cl)ccc1Cl)NC1CCCCCC1
(32) Cc1nc2ccc(S(=O)(=O)Nc3ccc(-c4nc5cccnc5s4)cc3)cc2s1
(33) Cc1ccc(S(=O)(=O)N2CCN(C(=O)CN3CCN(C)CC3)C2)cc1
(34) Cc1cc(C)n(Cc2cnc(N3CCOCC3)s2)n1
(35) O=C1CC(c2ccccc2)Oc2ccccc21 (centres undefined)
(36) Cc1ccc(S(=O)(=O)N2CCOCC2)cc1C(=O)NCc1ccc(F)cc1
(37) COc1cccc(C(=O)NCC(=O)N/N=C/c2c(C)[nH]c3ccccc23)c1
(38) O=S(=O)(c1ccc(Cl)cc1)N1CCN2CCCC2C1 (centres undefined)
(39) CCOc1ccc(CCNC(=O)c2ccc(F)c(S(=O)(=O)N3CCOCC3)c2)cc1OCC
(40) CCOC(=O)C1=CN(Cc2ccco2)S(=O)(=O)N(C)C1c1ccc2ccccc2c1 (centres undefined)

compound no.	29	30	31	32	33	34	35	36	37	38	39	40
HT1080NT lethal	1%	-3%	-3%	17%	4%	24%	-21%	9%	9%	3%	-2%	-9%
DRD3 agonist	-9	1	-9	-2	-7	-1	-2	-5	-4	-1	2	-25
SW480 rereplic	-8%	/	-8%	14%	-2%	0%	5%	-7%	0%	5%	1%	-1%
IL-1B inflam inh	0	23	5	19	19	-7	?	3	10	-4	-8	?
KB-3-1 cytotox	1%	-6%	-3%	12%	-3%	9%	0%	0%	2%	-1%	?	0%
GLP1R ag	-3%	2%	2%	16%	-11%	-36%[inhibitor]	13%	0%	1%	0%	-4%	2%
KB-V1 MDR tox	20%	?	19%	3%	3%	0%	11%	1%	?	-5%	?	-7%
HT1080 IDH1KD tx	-9%	-14%	0%	1%	3%	4%	-3%	-4%	6%	7%	-8%	-1%
D3 antag	-5	10	15	-19	-10	-9	?	-7	-2	-2	17	-12

(41) CCOC(=O)c1[nH]c(C)c(C(=O)OCC(=O)N2CCCCC2C)c1C (centres undefined)
(42) N#Cc1c(-c2ccccc2)c(-c2ccccc2)nn(CC(=O)NNC(=O)Nc2ccc(Cl)c(Cl)c2)c1=O
(43) COCCC(C(=O)Oc1c(C(C)(C)C)cc(C)cc1C(C)(C)C)c1ccccc1 (centres undefined)
(44) CC(=O)c1cccc(NC(=O)C(=O)c2cn(CC(=O)N3CCCCC3)c3ccccc23)c1

compound no.	41	42	43	44
HT1080NT lethal	-19%	21µM*	?	-1%
DRD3 agonist	-6	-10	11	3
SW480 rereplic	0%	?	-5%	-1%
IL-1B inflam inh	0	8	18	-13
KB-3-1 cytotox	-2%	?	6%	3%
GLP1R ag	5%	-15%	6%	15%
KB-V1 MDR tox	-24%	8%	12%	-16%
HT1080 IDH1KD tx	-13%	15µM*	4%	-5%
D3 antag	-2	-8	11	9

# Single entries from above.
# KB-V1 MDR tox with compound 42 reads 8%
# D3 antag with compound 44 reads 9

# Screens as filed in PubChem.
